SNCA expr inhib = reduces expression of the alpha-synuclein gene | HEK-293 SNCA-luciferase knock-in, luminescence, 24 h | Potency, µM (series often up to 57.2 µM), for inactives: at the top dose activity change, negative = inhibition, actives largely listed as inhibitors | hit rate 0.17% among 140,000 | AID 1671194;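 also: potency is read from the fitted curve at half-maximal effect; plate controls were DMSO cells for no effect and cell-free wells for full effect; nearly all actives have a fitted effect of over 45% in size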
3T3 cytotox = kills NIH 3T3 cells; NIH 3T3 viability, CellTiter-Glo ATP luminescence, 48-72 h; Potency, µM (doses to about 96.7 µM), without a hit: at the highest dose activity change, negative = cytotoxicity, hits mostly inhibitors; AID 1345082; hit rate 4.3% among 94,000; also: potency is read from the fitted curve at half-maximal effect; nearly all actives have a fitted effect of over 55% in size
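Cytotoxicity is measured as loss of cellular ATP: NIH 3T3 cells (400/well) are exposed to compound for 48 or 72 hr at 37 °C, then CellTiter-Glo luminescence is imaged after 10 min at room temperature.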
IP6K1 inhibitor = inhibitors of human IP6K1; IP6K1 kinase, ADP-Glo luminescence, 2 h; hits give low values; activity change, % (series mostly up to about 58 µM); hit rate 0.81% among 140,000; AID 1645851; Q92551; in the data active = activity change below about -25%
Target sequence (Q92551 whole entry, looked up): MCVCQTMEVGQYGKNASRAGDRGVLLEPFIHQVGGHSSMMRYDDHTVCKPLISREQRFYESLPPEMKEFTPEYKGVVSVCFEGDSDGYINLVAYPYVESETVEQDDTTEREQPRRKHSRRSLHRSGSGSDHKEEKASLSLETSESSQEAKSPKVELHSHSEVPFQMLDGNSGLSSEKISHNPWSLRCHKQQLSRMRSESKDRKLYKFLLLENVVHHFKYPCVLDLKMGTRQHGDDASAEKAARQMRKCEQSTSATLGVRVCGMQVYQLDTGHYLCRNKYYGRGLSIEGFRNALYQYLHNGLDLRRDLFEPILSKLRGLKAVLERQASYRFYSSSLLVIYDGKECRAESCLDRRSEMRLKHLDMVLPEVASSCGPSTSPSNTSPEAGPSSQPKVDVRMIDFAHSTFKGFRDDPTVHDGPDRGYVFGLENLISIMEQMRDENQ
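ADP-Glo luminescence measures ADP made by human IP6K1 during a 2 h RT reaction with ATP/IP6 (mix at 1.3 mM/130 uM); top library doses 57.5 and 19.1 uM final.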
HEK293 tox = kills HEK 293 cells; HEK 293 viability, ATP luminescence (CellTiter-Glo), 48-72 h; Potency, µM (highest dose often 115 µM), inactives show at the highest dose activity change, negative = cytotoxicity, most hits filed as inhibitors; hit rate 6.6% among 94,000; AID 1345083; also: potency is read from the fitted curve at half-maximal effect; nearly all actives have a fitted effect of over 60% in size
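CellTiter-Glo luminescence (cellular ATP) was read after 48 or 72 hr of compound exposure at 37 degree Celsius. Cells were HEK 293 plated at 250 cells/well.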
GPT2 inh = inhibitors of human GPT2 alanine aminotransferase; hit rate 0.25% among 100,000; Potency, µM (doses to about 57.7 µM), inactives show top-dose activity change, negative = inhibition, usual class: inhibitors; Recombinant GPT2, coupled pyruvate oxidase/HRP Amplex Red fluorescence; Q8TD30; also: potency is read from the fitted curve at half-maximal effect; nearly all actives have a fitted effect of over 60% in size; many of its hits are not listed in these tables
Target sequence (Q8TD30 whole entry, looked up): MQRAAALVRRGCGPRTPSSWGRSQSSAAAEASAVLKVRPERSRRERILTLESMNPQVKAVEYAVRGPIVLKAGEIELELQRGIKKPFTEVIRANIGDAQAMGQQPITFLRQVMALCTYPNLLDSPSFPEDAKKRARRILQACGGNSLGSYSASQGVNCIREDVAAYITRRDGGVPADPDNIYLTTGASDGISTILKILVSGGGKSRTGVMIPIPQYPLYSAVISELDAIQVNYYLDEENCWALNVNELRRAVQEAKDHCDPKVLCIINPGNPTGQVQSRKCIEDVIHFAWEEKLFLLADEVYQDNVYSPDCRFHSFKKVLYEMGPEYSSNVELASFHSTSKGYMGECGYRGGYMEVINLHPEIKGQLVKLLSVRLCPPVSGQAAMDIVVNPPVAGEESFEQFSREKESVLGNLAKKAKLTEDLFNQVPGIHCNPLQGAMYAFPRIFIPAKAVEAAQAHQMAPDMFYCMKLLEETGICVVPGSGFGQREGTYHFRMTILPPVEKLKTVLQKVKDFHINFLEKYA
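Recombinant GPT2 (10ng/uL) with 250uM a-KG and 2mM L-alanine, 30 min at room temperature, in HEPES pH 7.5 buffer. Pyruvate detected by pyruvate oxidase/HRP/Amplex Red fluorescence after 30 min in the dark; AOA (50uM) as positive control.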
Luciferase inh = Photinus pyralis luciferase inhibition; purified P. pyralis luciferase, luminescence, biochemical; Potency, µM (titrated, usually from 115 µM), for the others: at the top dose activity change, negative = inhibition, usual class: inhibitors; hit rate 2.5% among 76,000; AID 1347043; also: potency is read from the fitted curve at half-maximal effect; nearly all actives have a fitted effect of over 65% in size
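FLuc 10nM, D-luciferin 10uM, ATP 10uM, Mg acetate 10mM, Tris acetate pH 7.5, Tween/BSA; cpd qHTS; enzyme added last; CCD luminescence.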
SNCA viab count = reduces viability of HEK-293 SNCA reporter cells. HEK-293-SNCA-luc viability, GF-AFC fluorescence, 24 h. Potency, µM (titrated, usually from 57.1 µM), without a hit: top-dose activity change, negative = cytotoxicity, usual class: cytotoxic. hit rate 0.12% among 150,000. AID 1671193;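 also: potency is read from the fitted curve at half-maximal effect; 0% = DMSO-treated cells and -100% = medium-only wells without cells; nearly all actives have a fitted effect of over 30% in size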
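Cytotoxicity counterscreen: after 24 h compound treatment of genome-edited SNCA-luciferase HEK-293 cells, live-cell protease substrate GF-AFC read by fluorescence after 30 min; activity scaled between DMSO (0%) and medium-only (-100%), curves Hill-fitted.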
Starred values were filed as active, the others as inactive; & = joins results of further samples; [ ] = remark or other dose. Unless noted, calls follow the shape of the dose curve; as a rule, active = well fitted curve in the direction sought with a large enough effect; inconclusive = small, poorly fitted or top-dose-only effect, or another doubt; inactive = no such curve, though single readings can be large; an effect the other way counts as inactive or inconclusive. Unless noted, % is scaled to controls: 0 for no effect and ±100 for the full control effect. Outcome played no part in choosing rows; any-hit rate near 7.7%.

Preview:
How did O=C(Cn1cccc1-c1nc(-c2ccc(F)cc2)no1)NCc1ccc(Cl)cc1 do in these assays?
SNCA expr inhib: 10%; 3T3 cytotox: 1%; IP6K1 inhibitor: -1; HEK293 tox: -5%; GPT2 inh: -9%; Luciferase inh: 7%; SNCA viab count: -19%

Results for O=C(NCCC1=CCCCC1)c1ccc2c(=O)n3nc(Nc4ccccc4)sc3nc2c1 ?
SNCA expr inhib: -9%; IP6K1 inhibitor: 11; SNCA viab count: 0%

All compounds of this part, previewed entries included:
How did O=C(Cn1cccc1-c1nc(-c2ccc(F)cc2)no1)NCc1ccc(Cl)cc1 do in these assays?
SNCA expr inhib: 10%; 3T3 cytotox: 1%; IP6K1 inhibitor: -1; HEK293 tox: -5%; GPT2 inh: -9%; Luciferase inh: 7%; SNCA viab count: -19%

Results for O=C(NCCC1=CCCCC1)c1ccc2c(=O)n3nc(Nc4ccccc4)sc3nc2c1 ?
SNCA expr inhib: -9%; IP6K1 inhibitor: 11; SNCA viab count: 0%

Results for Cc1ccc2c(c1)nc1n2[C@@H](CNCc2ccc(S(C)(=O)=O)cc2)COC1 ?
SNCA expr inhib: 10%[87.6 µM]; 3T3 cytotox: inconclusive; IP6K1 inhibitor: -9; HEK293 tox: -17%[172 µM]; GPT2 inh: inactive; Luciferase inh: -4%[172 µM]; SNCA viab count: 5%[87.6 µM]

What do the screens show for `Cn1cc(CN(C(=O)Nc2ccc(Cl)c(Cl)c2)C2CCCCC2)c2ccccc21`?
SNCA expr inhib: 75%[activator]; IP6K1 inhibitor: 10; SNCA viab count: 6%

What do the screens show for `O=C(CNC(=O)c1ccc(-c2cnc3ccccc3c2)cc1)NCC1CCCCC1`?
3T3 cytotox: inconclusive; IP6K1 inhibitor: 5; HEK293 tox: 40µM*

What do the screens show for `CN1CCN(C(=O)c2ccc3nccn3c2)CC1`?
SNCA expr inhib: inconclusive; 3T3 cytotox: 2%[138 µM]; IP6K1 inhibitor: -13; HEK293 tox: 1%[172 µM]; GPT2 inh: 2%[88.5 µM]; Luciferase inh: 1%[172 µM]; SNCA viab count: 5%[87.6 µM]

How did O=C(N[C@@H]1CN(Cc2ccncc2F)C[C@H]1CO)C1CC1 do in these assays?
SNCA expr inhib: 0%; 3T3 cytotox: 4%; IP6K1 inhibitor: 6; HEK293 tox: inactive; GPT2 inh: 5%; Luciferase inh: 3%; SNCA viab count: -8%

What do the screens show for `CCOc1cc(=O)n2c(c1C(=O)Nc1cc(OC)c(Cl)cc1OC)CCCC2`?
SNCA expr inhib: 2%; 3T3 cytotox: -50%; IP6K1 inhibitor: -2; HEK293 tox: inconclusive; GPT2 inh: inactive; Luciferase inh: 0%; SNCA viab count: -16%

Results for Cn1cc(Cl)c(C(=O)N2CCOC(c3ccc(Cl)c(Cl)c3)C2)n1 (configuration not stated) ?
SNCA expr inhib: 11%; 3T3 cytotox: inconclusive; IP6K1 inhibitor: -2; HEK293 tox: inconclusive; GPT2 inh: -17%; Luciferase inh: -21%; SNCA viab count: -6%

Results for COc1ccc(CC(=O)N2CC(CO)C3(CCNCC3)C2)cc1 (configuration not stated) ?
SNCA expr inhib: -4%; 3T3 cytotox: -1%; IP6K1 inhibitor: 39; HEK293 tox: 1%; GPT2 inh: inactive; Luciferase inh: 1%; SNCA viab count: -2%[12.5 µM]

Results for COc1cc(C2Oc3nc(SC)nnc3-c3ccccc3N2C(C)=O)cc(Cl)c1OC (configuration not stated) ?
SNCA expr inhib: -2%; IP6K1 inhibitor: -9; SNCA viab count: -18%

What do the screens show for `COc1cccc(CN2C[C@@H](CO)[C@H](C3CCN(C(C)=O)CC3)C2)c1`?
SNCA expr inhib: 26%; 3T3 cytotox: -4%; IP6K1 inhibitor: -8; HEK293 tox: -4%; GPT2 inh: 3%; Luciferase inh: 5%; SNCA viab count: 1%[12.5 µM]

Results for Cc1ncsc1CN1C[C@@H]2C(=O)N(CCCN3CCCC3=O)C(=O)[C@@H]2C1 ?
SNCA expr inhib: 2%; 3T3 cytotox: inactive; IP6K1 inhibitor: 5; HEK293 tox: 1%; GPT2 inh: inactive; Luciferase inh: 7%; SNCA viab count: -11%

What do the screens show for `CNC(=O)c1cc(C2CC2)nc2onc(C3CCCN3C(=O)NC(C)(C)c3ccccc3)c12` (configuration not stated)?
3T3 cytotox: 2%; IP6K1 inhibitor: -2; HEK293 tox: inactive

What do the screens show for `CC(=O)O[C@H]1[C@H](C)[C@@H](O)[C@H]2[C@@H]1C=C(C(=O)O)[C@H]1C[C@@H]3[C@H]([C@H]21)[C@H]1C(=O)O[C@@H]2CC[C@@]3(C)O[C@]1(O)[C@@H]2C`?
IP6K1 inhibitor: -8; GPT2 inh: -5%[27.3 µM]; SNCA viab count: 12%[23.9 µM]

How did CCCN(CC1CCOC1)C(=O)Nc1ccccc1OCC (configuration not stated) do in these assays?
SNCA expr inhib: 17%; 3T3 cytotox: -21%; IP6K1 inhibitor: 1; HEK293 tox: -2%; GPT2 inh: 0%; Luciferase inh: -3%; SNCA viab count: 5%

What do the screens show for `Cc1ccc([C@@H]2CN(C(=O)c3cn(CCN)nn3)C[C@H]2NC(=O)C2CC2)cc1`?
SNCA expr inhib: -30%; 3T3 cytotox: 5%; IP6K1 inhibitor: -7; HEK293 tox: -4%; GPT2 inh: inactive; Luciferase inh: 14%; SNCA viab count: 7%

Results for CCCC1c2nccn2CCCN1C(=O)c1cocn1 (configuration not stated) ?
SNCA expr inhib: -3%; 3T3 cytotox: -10%; IP6K1 inhibitor: 0; HEK293 tox: -7%; GPT2 inh: 1%; Luciferase inh: 1%; SNCA viab count: -4%

What do the screens show for `COc1ccccc1NC(=O)c1cc(S(=O)(=O)NCCc2ccccc2)ccc1F`?
SNCA expr inhib: 3%; IP6K1 inhibitor: 14; SNCA viab count: 1%

What do the screens show for `COc1ccc(C2=NC3(CCCCC3)N(CC(=O)Nc3ccc(C(C)C)cc3)C2=O)cc1`?
SNCA expr inhib: -14%; IP6K1 inhibitor: 1; SNCA viab count: -3%

Results for O=c1n(CCn2cccc2)nc(C2CCCNC2)n1-c1ccccc1 (configuration not stated) ?
SNCA expr inhib: -6%; 3T3 cytotox: inactive; IP6K1 inhibitor: 12; HEK293 tox: -8%; GPT2 inh: inactive; Luciferase inh: 1%; SNCA viab count: -11%

Results for COCCCNC(=O)NC(CCC(C)C)c1c(-n2cccc2)sc2c1CCN(C)C2 (configuration not stated) ?
SNCA expr inhib: -8%; IP6K1 inhibitor: 23; SNCA viab count: -8%

What do the screens show for `CCN(C)C(=O)Cn1c(Cc2ccccc2)nn(-c2ccccc2OC)c1=O`?
SNCA expr inhib: 2%; 3T3 cytotox: 1%; IP6K1 inhibitor: 10; HEK293 tox: 1%; GPT2 inh: 3%; Luciferase inh: -3%; SNCA viab count: 6%

Results for Cc1cccc(CN2CCc3nc(N4CCN(C)CC4)[nH]c(=O)c3CC2)c1 ?
SNCA expr inhib: 3%; 3T3 cytotox: -6%; IP6K1 inhibitor: 1; HEK293 tox: 1%; GPT2 inh: inactive; Luciferase inh: 2%; SNCA viab count: -11%

How did O=c1n(CCCN2CCN(c3cccc(Cl)c3)CC2)nc2ccccn12 do in these assays?
SNCA expr inhib: inconclusive; IP6K1 inhibitor: 3; GPT2 inh: 2%&-1%; SNCA viab count: 5%

How did COCC(=O)NC1CCN(c2ccccc2)C1=O (configuration not stated) do in these assays?
SNCA expr inhib: -19%; 3T3 cytotox: inactive; IP6K1 inhibitor: -1; HEK293 tox: 5%; GPT2 inh: inactive; Luciferase inh: 4%; SNCA viab count: -7%

Results for C=C1CC[C@H]2C(=C)CC[C@H]3C(=C)C(=O)O[C@@H]3[C@@H]12 ?
IP6K1 inhibitor: -9; GPT2 inh: inactive; SNCA viab count: -26%

Results for CCn1ccc(C(=O)N2CCCCCNC(=O)[C@H]3C[C@H](C(=O)N4CCc5ccccc5C4)C[C@H]32)n1 ?
SNCA expr inhib: 16%; 3T3 cytotox: -22%; IP6K1 inhibitor: 4; HEK293 tox: -14%; GPT2 inh: inactive; Luciferase inh: -10%; SNCA viab count: -13%

What do the screens show for `COc1ccc(NC(=O)COc2ccc(-c3nn(C)c(=O)c4ccccc34)cc2)cc1`?
SNCA expr inhib: 5%; IP6K1 inhibitor: -2; SNCA viab count: 6%

How did O=C1[C@H]2CN(Cc3ccc(F)cc3Cl)C[C@H]2C(=O)N1Cc1ccc2c(c1)OCO2 do in these assays?
SNCA expr inhib: -5%; 3T3 cytotox: inconclusive; IP6K1 inhibitor: -1; HEK293 tox: inconclusive; GPT2 inh: inactive; Luciferase inh: 4%; SNCA viab count: 10%

Results for C=C(CC)CN1CCCC12Cc1ccccc1CNC2=O (configuration not stated) ?
SNCA expr inhib: -4%[87.6 µM]; 3T3 cytotox: inconclusive; IP6K1 inhibitor: -3; HEK293 tox: inconclusive; GPT2 inh: inactive; SNCA viab count: -16%[87.6 µM]

Results for Cc1cc(N2CCC(NCc3cc(C)nn3C)CC2)nc(-c2ccccc2)n1 ?
SNCA expr inhib: 2%; 3T3 cytotox: inconclusive; IP6K1 inhibitor: -6; HEK293 tox: inconclusive; GPT2 inh: -2%; Luciferase inh: 0%; SNCA viab count: 10%

Results for CCOC(=O)c1c(C)[nH]c(C)c1S(=O)(=O)N1CCCC(C(=O)Nc2cccc(CC)c2)C1 (configuration not stated) ?
SNCA expr inhib: 2%; IP6K1 inhibitor: 7; SNCA viab count: -26%

Results for CN(C(=O)Cn1c(=O)n(CCCS(=O)(=O)C2CCCCC2)c(=O)c2ccccc21)c1ccccc1 ?
SNCA expr inhib: -10%; IP6K1 inhibitor: -4; SNCA viab count: inconclusive

Results for COc1cc(OC)c(N(C)C(=O)c2sc3nc4n(c(=O)c3c2C)CCCCC4)cc1Cl ?
SNCA expr inhib: 37%[activator]; IP6K1 inhibitor: -11; SNCA viab count: 8%

How did CCOc1ccc(NS(=O)(=O)c2ccc3[nH]cc(C(=O)N4CCCCCC4)c(=O)c3c2)cc1 do in these assays?
SNCA expr inhib: 17%; IP6K1 inhibitor: -5; SNCA viab count: 7%

Results for Cc1ncc(S(C)(=O)=O)c(NCCCNc2cccnc2)n1 ?
SNCA expr inhib: -1%; 3T3 cytotox: 1%; IP6K1 inhibitor: 4; HEK293 tox: inactive; GPT2 inh: -13%; Luciferase inh: -8%; SNCA viab count: 1%

Results for C[S+](=O)([O-])N1CCC(Cn2ccc3c(N4CCOCC4)nc(-c4cccc(O)c4)cc32)CC1 ?
SNCA expr inhib: -1%; 3T3 cytotox: inconclusive; IP6K1 inhibitor: -15; HEK293 tox: inconclusive; GPT2 inh: 5%; Luciferase inh: 6%; SNCA viab count: -4%

High-throughput results from PubChem.
